STK33 inh: human STK33 kinase inhibition; inhibition, % at 10 µM; Q9BYT3; AID 2661; 0.073% of 320,000 active; purified STK33, MBP phosphorylation, ADP-Glo luminescence;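 active = inhibition at or above 25%, using the most active replicate where run in duplicate; inactive = inhibition below 25%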
Target sequence (Q9BYT3 whole entry, looked up): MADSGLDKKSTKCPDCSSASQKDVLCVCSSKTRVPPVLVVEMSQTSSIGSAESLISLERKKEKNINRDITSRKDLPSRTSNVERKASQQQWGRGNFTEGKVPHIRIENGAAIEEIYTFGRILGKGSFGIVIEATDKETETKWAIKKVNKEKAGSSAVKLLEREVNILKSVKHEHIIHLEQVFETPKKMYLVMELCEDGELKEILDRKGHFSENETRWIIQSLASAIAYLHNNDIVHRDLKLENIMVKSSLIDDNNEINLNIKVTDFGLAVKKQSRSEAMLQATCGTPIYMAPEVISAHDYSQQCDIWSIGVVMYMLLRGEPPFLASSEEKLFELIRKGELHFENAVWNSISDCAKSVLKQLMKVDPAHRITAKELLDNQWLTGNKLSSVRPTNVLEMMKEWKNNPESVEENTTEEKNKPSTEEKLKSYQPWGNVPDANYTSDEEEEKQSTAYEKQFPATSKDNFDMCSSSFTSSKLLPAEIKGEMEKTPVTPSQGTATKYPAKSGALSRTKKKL
OX1R FRET antag: antagonists of human orexin 1 receptor (OX1R) | inhibition, % at 6.6 µM | O43613 | 1.8% of 330,000 active | OX1R-expressing cells, FRET antagonist read-out; in the data active = inhibition mostly above about 38%, no sharp cut-off; inactive = mostly below about 40%;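 also: 0% = agonist challenge alone and 100% = reference antagonist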
Target sequence (O43613 whole entry, looked up): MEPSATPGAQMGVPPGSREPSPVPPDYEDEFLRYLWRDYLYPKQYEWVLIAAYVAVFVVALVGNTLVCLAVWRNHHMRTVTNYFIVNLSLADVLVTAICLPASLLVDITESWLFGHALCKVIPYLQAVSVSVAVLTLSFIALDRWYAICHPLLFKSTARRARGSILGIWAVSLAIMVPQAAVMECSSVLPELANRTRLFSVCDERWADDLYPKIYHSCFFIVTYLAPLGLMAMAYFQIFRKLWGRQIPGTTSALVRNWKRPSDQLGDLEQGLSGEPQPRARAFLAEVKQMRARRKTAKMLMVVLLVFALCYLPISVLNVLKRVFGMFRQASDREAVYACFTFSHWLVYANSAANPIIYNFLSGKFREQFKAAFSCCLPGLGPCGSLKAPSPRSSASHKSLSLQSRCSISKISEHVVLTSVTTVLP
KCNQ2 block: KCNQ2 potassium channel inhibitors, primary screen, cell-based, CHO-K1, FluxOR thallium flux, B-score (AID 2156). 20 min; active compounds read low. B-score at 10 µM. O88943. 1.1% of 310,000 active;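 active = fluorescence ratio B-score at most minus 3 library SDs, with starting brightness B-score within 2 library SDs, cut at about -5.5 in these data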
An asterisk follows results filed as active; i = inactive; · = not tested or not shown.

SMILES | STK33 inh | OX1R FRET antag | KCNQ2 block
Cc1ccc(NS(=O)(=O)c2cc3c4c(c2)CC(=O)N4CCC3)cc1C | 2.0 | 17 | i
CCOC(=O)N1CCC(N2Cc3cccc(C(=O)NCc4ccccc4OC)c3C2=O)CC1 | -0.7 | 17 | i
O=C(NNC(=O)c1ccccc1O)c1ccc(Cl)cc1 | -0.6 | 19 | i
O=C1C=C(c2ccc3c(c2)OCO3)C[C@@H](c2ccc(F)cc2)C1 | -0.6 | 7 | ·
Cn1ncc([N+](=O)[O-])c1C(=O)Nc1ccc(Cl)cc1 | -1.6 | -2 | i
CC(=O)Nc1nc(C)c(C(C)(C)C)s1 | 0.3 | 1 | i
CCC(=O)c1ccc(OCC(O)Cn2nc(C)cc2C)cc1 (stereo not given) | -2.1 | -5 | i
COc1ccc(C2Nc3ccccc3C(=O)N2Cc2ccccc2)cc1COc1ccccn1 (stereo not given) | -0.6 | 12 | i
COc1ccc(Cl)cc1-c1nc(-c2ccncc2)no1 | 0.7 | 22 | i
Cc1cc(=O)n(-c2ccc(O)cc2)[nH]1 | -1.2 | 18 | i
COc1cccc(NC(=O)c2nn(C34CC5CC(CC(C5)C3)C4)cc2[N+](=O)[O-])c1 | 0.3 | 25 | i
CC(NC(=O)COC(=O)c1nc(Cl)ccc1Cl)c1ccccc1 (stereo not given) | -1.6 | 9 | ·

Part of the list above, with values under each structure.
Screens in order – STK33 inh | OX1R FRET antag | KCNQ2 block
> COc1ccc(C2Nc3ccccc3C(=O)N2Cc2ccccc2)cc1COc1ccccn1 (stereo not given)
    -0.6 | 12 | i
> COc1ccc(Cl)cc1-c1nc(-c2ccncc2)no1
    0.7 | 22 | i
> Cc1cc(=O)n(-c2ccc(O)cc2)[nH]1
    -1.2 | 18 | i
> COc1cccc(NC(=O)c2nn(C34CC5CC(CC(C5)C3)C4)cc2[N+](=O)[O-])c1
    0.3 | 25 | i

(continued)
SMILES | STK33 inh | OX1R FRET antag | KCNQ2 block
Cc1cc(Br)ccc1OCC(=O)NNC(=O)CCc1ccccc1 | -2.5 | 22 | i
COc1ccc2ccccc2c1/C=N/NC(=O)c1cccc(C)c1 | -1.5 | 22 | i
Cc1cc(C)cc(OC2CCCCC2NS(=O)(=O)c2ccccc2)c1 (stereo not given) | -1.0 | 18 | i
COCCn1nnnc1C(c1cc2cc(OC)c(OC)cc2[nH]c1=O)N1CCN(c2ccc(O)cc2)CC1 (stereo not given) | -1.1 | 6 | i
O=C(c1ccc(Cn2cc(Cl)c([N+](=O)[O-])n2)cc1)N1CCN(Cc2ccccc2)CC1 | -1.6 | 16 | i
O=C1NC(=S)SC1=C1CCCC1 | -1.3 | 16 | i
CC(=O)Nc1nc2ccc(C(=O)NC3CCCCC3)cc2s1 | 0.1 | -56 | i
CN(Cc1cn(C)c2ccccc12)C(=S)Nc1cc(F)cc(F)c1 | 0.6 | 28 | i
CC(=O)C1=C(O)C(=O)N(c2ccc(Br)cc2)C1c1ccc(Br)cc1 (stereo not given) | -0.9 | 18 | i
CC(=O)NCCC(=O)NCC1(N(C)Cc2ccccc2)Cc2ccccc2C1 | -2.1 | · | i
COc1ccccc1NC(=S)N1CCNC(=O)C1CC(=O)Nc1cccc(C)c1 (stereo not given) | -1.2 | 10 | i
Cc1ccc(-c2cc(-c3ccccc3)nc(Cl)n2)cc1 | -3.4 | 14 | -8.3*
O=C(CN1C(=O)C2C3c4ccccc4C(c4ccccc43)C2C1=O)N1CCOCC1 (stereo not given) | -1.6 | 8 | i
CC1CN(C(=O)c2ccccc2NS(=O)(=O)c2ccc(Cl)cc2)CC(C)O1 (stereo not given) | -1.2 | 4 | ·
Cc1ccccc1N=CC=C1OC(C)(C)C(C)(C)O1 | · | 15 | i
CCOC(=O)N1CCN(C(=O)CCc2nc3sc4c(c3c(=O)[nH]2)CCCC4)CC1 | 0.7 | 11 | i
CC1(C)CC(NS(=O)(=O)OCC(Cl)(Cl)Cl)c2cc(C#N)ccc2O1 (stereo not given) | -0.4 | 5 | i
Cc1cc(C(=O)NC2CCCCCC2)c2ccccc2n1 | -1.7 | 14 | ·
COc1c(C)cc(C(=O)C2CCCN(C(=O)c3cccc(F)c3)C2)cc1C (stereo not given) | 7.1 | 106* | i
CCc1ccc(NCc2nc3ccccc3c(=O)[nH]2)cc1 | -0.8 | 2 | i
N#Cc1nc(-c2ccccc2F)oc1NCc1ccccc1 | -1.9 | 17 | i
N#C/C(=N/O)c1nc(-c2ccc(F)cc2)cs1 | 1.6 | 44 | i
COC(=O)c1cccc(N(C(=O)c2cnccn2)C(C(=O)NC2CCCCC2)c2cn(C)nc2C)c1 (stereo not given) | -0.1 | 1 | i
CCc1nnc(NC(=O)CCC(=O)N2CCN(Cc3ccc(Cl)cc3)CC2)s1 | -1.1 | 23 | i
O=[N+]([O-])c1cccc(-n2nnnc2CNCc2ccccc2)c1 | -1.4 | 28 | i
Cc1cccc(N/N=C(\C=N\N)C(=O)c2ccc(Br)cc2)c1 | -0.6 | 9 | i
COc1ccc(C2(CCN=Cc3ccc(N(C)C)cc3)CCOC(C)(C)C2)cc1 (stereo not given) | -1.2 | 10 | i
COc1ccc(C2C(C(C)=O)=C(O)C(=O)N2CCCn2ccnc2)cc1 (stereo not given) | -1.0 | 18 | i
O=C(Cc1cccs1)Nc1nc(-c2ccc(F)cc2F)cs1 | -0.9 | 18 | i
Cc1ccc(NC(=O)CSc2nnc(-c3ccco3)n2N)cc1F | -0.9 | 12 | i
COc1ccc(C(=O)Nc2nc(C)c(C(C)=O)s2)cc1S(=O)(=O)N1CCOCC1 | 0.2 | 1 | ·
COc1ccc(S(=O)(=O)NCC2CCCN(Cc3cccnc3)C2)cc1 (stereo not given) | -1.5 | 20 | i
CCCCOc1ccc(S(=O)(=O)N2CCN(c3ccc(N4CCN(CC)CC4)nn3)CC2)cc1 | · | 5 | i
Cc1cccc(-n2ncc3c2CCCC3NC(=O)CCN2Cc3ccccc3C2=O)c1C (stereo not given) | -1.7 | 23 | i
O=C(CCc1nnc(COc2ccccc2)o1)NCc1ccc(Cl)s1 | -0.2 | 8 | i
FC(F)(F)c1ccc(N2CCN(c3ncnc4c3nnn4Cc3ccccc3Cl)CC2)cc1 | -0.8 | -3 | i

Ordered by number of heavy atoms (lowest first): some entries from above.
SMILES | STK33 inh | OX1R FRET antag | KCNQ2 block
Cc1ccc(-c2cc(-c3ccccc3)nc(Cl)n2)cc1 | -3.4 | 14 | -8.3*
Cc1cc(Br)ccc1OCC(=O)NNC(=O)CCc1ccccc1 | -2.5 | 22 | i
COc1ccc(C(=O)Nc2nc(C)c(C(C)=O)s2)cc1S(=O)(=O)N1CCOCC1 | 0.2 | 1 | ·

Carrying on.
SMILES | STK33 inh | OX1R FRET antag | KCNQ2 block
NC(=O)c1cccn1Cc1cccc(Cl)c1 | · | 4 | i
CCc1ccc(N(C(=O)c2ccoc2C)C(C(=O)NC2CCCC2)c2ccc(OC)cc2)cc1 (stereo not given) | -7.2 | 14 | i
COc1ccc(CCNC(=O)COC(=O)/C=C/c2cc(OC)ccc2OC)cc1 | -1.0 | 10 | ·
CC(C)Cc1nnc(NC(=O)CCC(=O)N2CCN(S(=O)(=O)c3ccccc3)CC2)s1 | -0.1 | 4 | i
CCN(C(=O)COC(=O)c1cc(Cl)ccc1OC)c1c(N)n(Cc2ccccc2)c(=O)[nH]c1=O | -0.8 | 6 | ·
Cc1ccccc1Oc1nc(-c2ccccn2)nc2ccccc12 | -0.6 | 8 | i
Cc1cc(NC(=O)c2noc3c2CCCCC3)no1 | -0.6 | 10 | i
CCOC(=O)C(NS(=O)(=O)c1ccc(Br)cc1)C(C)C (stereo not given) | 0.0 | 11 | i
COc1ccc(CCNC(=O)C2CC(c3cc(C(F)(F)F)cc(C(F)(F)F)c3)=NO2)cc1 (stereo not given) | 0.2 | 25 | i
O=[N+]([O-])c1cccnc1S(=O)(=O)c1ccccc1 | 3.6 | 34 | i
O=C(c1ccc(S(=O)(=O)N2CCOCC2)cc1)N1CCN(S(=O)(=O)c2ccc(Cl)s2)CC1 | -0.4 | 5 | i
Cc1ccc2oc(-c3cccc(NC(=S)NC(=O)c4cccs4)c3)nc2c1 | 1.3 | 11 | i
COc1cc2c(cc1OC)CN(C(=O)CCNS(=O)(=O)c1ccccc1F)CC2 | -1.3 | 9 | i
COc1ccccc1CNC(=O)COC(=O)Cc1ccc(Cl)cc1 | -1.6 | 10 | i
O=S(=O)(Nc1ccc2c(c1)OCCO2)c1c(F)cccc1F | -3.5 | 7 | i
Cc1ccc(C(=O)N2N=C(c3ccc(NS(C)(=O)=O)cc3)CC2c2cccs2)cc1 (stereo not given) | -2.4 | 1 | i
CCCCOC(=O)Cn1c(=N)n(CCN(CC)CC)c2ccccc21 | -0.8 | 5 | i
COc1ccccc1/C=C/C(=O)NCC(=O)N/N=C(/C)c1ccc(Cl)cc1 | 0.0 | 9 | i
CCc1ccc(NC(=O)Cc2ccc(OC)cc2)cc1 | 0.7 | 8 | i
O=C(CSCc1c(Cl)cccc1Cl)NN=C1CCCC1 | -3.3 | 49 | i
COc1ccc(-n2nc(C(=O)NCC(=O)N3CCOCC3)c3ccccc3c2=O)cc1OC | 0.6 | 48 | i
COc1ccc(OCCSc2nc(C)nc3ccccc23)cc1 | -0.8 | 25 | i
CC(=O)c1ccc(OCCCC(=O)Nc2cc(Cl)ccc2-n2cncn2)cc1 | -2.2 | 10 | i
COc1ccc(-n2ncc3c(NCc4ccco4)ncnc32)cc1 | 0.3 | 8 | i
N#CCSc1nc2ccc(N3CCCCC3)cc2c(=O)n1Cc1ccccc1 | 0.1 | 14 | i
COc1cccc(/C=N/NC(=O)CNC(=O)COc2ccccc2)c1O | -0.4 | 12 | i
O=C(N/N=C/c1cccc(O)c1)c1ccc(COc2ccccc2Br)cc1 | 0.9 | 37 | i
CC(NC(=O)C1CCC(CNc2c(N3CCCCC3)c(=O)c2=O)CC1)c1ccccc1 (stereo not given) | 1.3 | 4 | i
Cc1ccnc(NS(=O)(=O)c2ccc3ccccc3c2)n1 | -1.7 | 2 | i
O=C(Nc1cccc(NC(=O)c2ccccc2F)c1)c1ccccc1 | -2.5 | 1 | i
COC(=O)c1ccc(/C=N/OCC(=O)NC2CCCCCCC2)cc1 | 0.5 | 36 | i
CN(C)C(=O)c1ccc(NC(=O)c2cncc(Br)c2)cc1 | 2.3 | 8 | i
Oc1c(CN2CCN(c3ccc(F)cc3)CC2)cc(Cl)c2cccnc12 | 0.8 | 9 | i
COc1cccc(NC(=O)COC(=O)CCOc2ccccc2OC)c1 | -1.8 | 18 | i
COc1ccc(NC(=O)C23CC4CC(C2)CC(n2cnc(Br)n2)(C4)C3)c(OC)c1 | 0.4 | 13 | i
Cc1cc(Br)ccc1OCC(=O)NNC(=O)Cc1ccccc1 | -0.7 | 15 | i

Structures shown so far that contain a furan ring, fused or not:
SMILES | STK33 inh | OX1R FRET antag | KCNQ2 block
Cc1ccc(NC(=O)CSc2nnc(-c3ccco3)n2N)cc1F | -0.9 | 12 | i
CCc1ccc(N(C(=O)c2ccoc2C)C(C(=O)NC2CCCC2)c2ccc(OC)cc2)cc1 (stereo not given) | -7.2 | 14 | i
COc1ccc(-n2ncc3c(NCc4ccco4)ncnc32)cc1 | 0.3 | 8 | i

The list goes on:
SMILES | STK33 inh | OX1R FRET antag | KCNQ2 block
Cc1ccc(NC(=O)C(C)OC(=O)/C=C/c2ccccc2)cc1S(=O)(=O)N1CCOCC1 (stereo not given) | -0.1 | 14 | i
COc1ccnc(N=CNOCc2cccc(C(F)(F)F)c2)c1C#N | 1.0 | 13 | i
Cc1cccc(N2CCN(C(=O)c3ccc4c(c3)c(C)c(C)n4C)CC2C)c1 (stereo not given) | 0.4 | 9 | -6.1*
Cc1ccc(C2CC(c3ccc(Cl)cc3)=NNC2=O)cc1 (stereo not given) | -2.8 | 4 | i
Cc1ccc(SCc2[nH]nc3c2C2(C(=O)N(C)c4ccccc42)C(C#N)=C(N)O3)cc1 (stereo not given) | 0.1 | 10 | i
Cc1ccccc1C(=O)Oc1cccc(Nc2ncnc3ccccc23)c1 | -0.1 | 81* | -9.6*
O=C(NC(=S)Nc1ccc([N+](=O)[O-])cc1O)C1CCCCC1 | 1.4 | 26 | i
COCCNC(=O)C(c1cccs1)N(Cc1cccs1)C(=O)Cn1nnc2ccccc21 (stereo not given) | -2.3 | 6 | i
NC(=O)Cn1nnc(-c2ccccc2NC(=O)c2cnccn2)n1 | 3.5 | -7 | i
O=C(NC(c1ccccc1)c1c(O)ccc2ccccc12)c1ccccc1Cl (stereo not given) | -1.7 | 15 | i
C/C(CC(=O)Nc1ccc2ccccc2c1)=N\NC(=O)c1ccc(O)c(O)c1 | 1.7 | 8 | i
C=CCOc1cccc(C2C(C(=O)c3ccc(C)o3)=C(O)C(=O)N2c2nccs2)c1 (stereo not given) | -0.6 | 46 | i
CCOC(=O)C1=C(COC(=O)Cc2ccc(Br)cc2)NC(=O)NC1C (stereo not given) | -0.3 | 14 | i
CCOCCSc1n[nH]c(=O)n1CCc1ccccc1 | 0.0 | -4 | i
COc1ccc(CCNC(=O)c2ccc(CNS(=O)(=O)c3cccc(Cl)c3)cc2)cc1OC | 2.1 | 7 | i
CCCCc1nc2cc(C(=O)N3CCNC(=O)C3)ccc2o1 | -3.2 | 1 | i
C=CCn1c(SCCCc2ccccc2)nc2c1c(=O)[nH]c(=O)n2C | -0.4 | 11 | i
COc1ccc(N2CCN(C(=O)CC(C)S(=O)(=O)c3ccc4c(c3)NC(=O)CO4)CC2)cc1 (stereo not given) | -0.1 | -1 | i
OCC1(Cc2ccccc2)CCN(CCCC2CCCC2)CC1 | -0.8 | 11 | i

Compound activity (PubChem)

Outcome played no part in choosing rows. About 2.7% of those tested had a hit in this group.
